High-throughput results: PubChem, National Center for Advancing Translational Sciences (NCATS)
TrxR1 substrate: qHTS Assay for Substrates of Mammalian Selenoprotein Thioredoxin Reductase 1 (TrxR1): qHTS. purified TrxR1 substrate turnover, NADPH consumption readout. 390,000 tested, 0.01% active. Potency, µM (series often up to 114 µM), inactives show at the highest dose activity change, negative = substrate turnover. Thioredoxin reductase 1, cytoplasmic (Rattus norvegicus), O89049; further: potency means the concentration at half of the fitted maximal effect; on the % scale 0 is the no-effect control and ±100 the full control effect; nearly all actives have a fitted effect of over 50% in size
Target sequence (O89049 whole entry, looked up): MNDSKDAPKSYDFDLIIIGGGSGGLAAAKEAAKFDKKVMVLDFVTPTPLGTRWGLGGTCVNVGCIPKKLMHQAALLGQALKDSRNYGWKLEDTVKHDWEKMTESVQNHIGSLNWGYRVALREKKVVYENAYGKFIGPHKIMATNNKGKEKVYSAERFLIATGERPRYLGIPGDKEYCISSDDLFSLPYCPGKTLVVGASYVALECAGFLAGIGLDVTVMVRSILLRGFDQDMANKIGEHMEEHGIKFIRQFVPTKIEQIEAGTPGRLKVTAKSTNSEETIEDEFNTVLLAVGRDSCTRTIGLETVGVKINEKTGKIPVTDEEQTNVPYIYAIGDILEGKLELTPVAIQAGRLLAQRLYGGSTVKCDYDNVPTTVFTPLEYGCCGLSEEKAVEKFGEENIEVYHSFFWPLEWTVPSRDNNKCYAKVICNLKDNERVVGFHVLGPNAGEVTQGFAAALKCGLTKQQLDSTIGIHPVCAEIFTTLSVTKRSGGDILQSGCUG
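Rat TrxR1, dispensed at 90 nM, was prereduced with 400 uM NADPH (final) for 5 min at ~22 deg C, then incubated with compound 15 min before 400 uM selenite. A first-read NADPH fluorescence drop versus no-compound background flagged substrates.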
mIDH1 inhibitor: qHTS for Inhibitors of mutant isocitrate dehydrogenase 1 (IDH1): qHTS. 390,000 tested, 0.093% active. AID 602179, 2012. IDH1-R132H enzyme, NADPH consumption, diaphorase/resazurin fluorescence. Potency, µM (titrated, usually from 76.6 µM), for the others: at the top dose activity change, negative = inhibition, actives largely listed as inhibitors. Isocitrate dehydrogenase [NADP] cytoplasmic (Homo sapiens), O75874; further: potency means the concentration at half of the fitted maximal effect; on the % scale 0 is the no-effect control and ±100 the full control effect; nearly all actives have a fitted effect of over 65% in size
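IDH1-R132H (0.5 ug/mL dispensed) in pH 7.5 Tris buffer was preincubated 30 min with compound, then given a substrate mix of 0.016 mM NADPH and 2 mM alpha-KG for 80 min at room temperature; remaining NADPH was read by diaphorase/resazurin fluorescence.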
D2 ag: HTS Assay for Allosteric Agonists of the Human D2 Dopamine Receptor: Primary Screen for Agonists; D(2) dopamine receptor (Homo sapiens), P14416; HEK293 T-REx D2 cells, calcium flux agonist mode; activation, % at 2 µM; 340,000 tested, 0.53% active;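 active means activation over 3 SD above normal in the single-dose calcium agonist read, cut at about 30% in these data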; further: 0% is about no effect
Target sequence (P14416 whole entry, looked up): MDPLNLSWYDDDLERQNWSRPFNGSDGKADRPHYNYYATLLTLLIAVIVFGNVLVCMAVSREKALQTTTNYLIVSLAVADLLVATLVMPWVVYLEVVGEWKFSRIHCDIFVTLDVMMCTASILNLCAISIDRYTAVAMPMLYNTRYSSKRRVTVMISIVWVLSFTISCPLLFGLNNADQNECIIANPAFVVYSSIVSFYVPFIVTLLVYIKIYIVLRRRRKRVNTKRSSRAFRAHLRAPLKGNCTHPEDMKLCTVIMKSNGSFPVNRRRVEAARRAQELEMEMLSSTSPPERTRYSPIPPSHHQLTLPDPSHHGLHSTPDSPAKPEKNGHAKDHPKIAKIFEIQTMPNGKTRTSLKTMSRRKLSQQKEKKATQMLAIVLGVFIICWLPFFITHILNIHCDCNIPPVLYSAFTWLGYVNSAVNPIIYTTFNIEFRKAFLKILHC
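Agonism is scored from calcium flux in a force-coupled, inducible HEK293 cell line expressing D2, read kinetically for 180 s after compound addition against dopamine controls.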
TRHR PAM: qHTS for Small Molecule Agonists and Allosteric Enhancers of Human TRH Receptor: Primary Screen for Enhancers; Thyrotropin-releasing hormone receptor (Homo sapiens), P34981; TRHR cells, fluo-8 calcium fluorescence, EC20 TRH enhancement; enhancement, % at 2 µM; 360,000 tested, 0.66% active; in the data active means enhancement above about 30%; further: 0% is about no effect
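TRHR-expressing cells loaded with fluo-8 calcium dye were read kinetically (ex 480/em 530) during compound addition, then stimulated with an EC20 of TRH (10 nM final). Enhancement of the Gq-mediated intracellular calcium response was scored.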
TRHR ag: qHTS for Small Molecule Agonists and Allosteric Enhancers of Human TRH Receptor: Primary Screen for Agonists. Thyrotropin-releasing hormone receptor (Homo sapiens), P34981. TRHR cells, calcium flux fluo-8, FDSS agonist mode. activation, % at 2 µM. 360,000 tested, 0.18% active. AID 493084, 2011; in the data active means activation above about 30%; further: 0% is about no effect
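Fluo-8-loaded TRHR cells; 10 s baseline, compound added, kinetic Ca2+ fluorescence read 1/s, agonist mode.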
D2 antagonist: HTS Assay for Allosteric Antagonists of the Human D2 Dopamine Receptor: Primary Screen for Antagonists. D(2) dopamine receptor (Homo sapiens), P14416. HEK293 TREx D2 cells, calcium flux, dopamine EC80. inhibition, % at 10 µM. 340,000 tested, 2% active. AID 485344, 2010; in the data active means inhibition above about 30%; further: 0% is about no effect
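Compounds are added to dye-loaded, induced HEK293 T-REx cells coupled to calcium release via D2; after a 3 min kinetic read an EC80 dopamine stimulus is given and fluorescence is recorded for 3 more min.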
USP1-UAF1 inh: Inhibitors of USP1/UAF1: Primary Screen. Ubiquitin carboxyl-terminal hydrolase 1 (Homo sapiens), O94782. recombinant USP1/UAF1, Ub-Rhodamine cleavage fluorescence. Potency, µM (top dose mostly 57.1 µM), for the others: top-dose activity change, negative = inhibition, actives largely listed as inhibitors. 390,000 tested, 0.23% active; further: potency means the concentration at half of the fitted maximal effect; on the % scale 0 is the no-effect control and ±100 the full control effect; nearly all actives have a fitted effect of over 60% in size; inactives centre near -12
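High-throughput fluorogenic screen: 1nM USP1/UAF1 complex, Ub-Rho substrate 150nM final, 50mM HEPES pH 7.8 with 0.5mM EDTA, 0.1 mg/ml BSA, 1mM TCEP and 0.01% Tween-20.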
PI4K2A inh: qHTS for small molecular inhibitors of PI4K2A; 420,000 tested, 0.13% active; Phosphatidylinositol 4-kinase type 2-alpha (Homo sapiens), Q9BTU6; purified PI4K2A, ADP-Glo luminescence, 1 h; hits give low values; activity change, negative = inhibition, % at 76.9 µM; in the data active means activity change below about -50%; inconclusive means mostly about -30% to -49%;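 further: -100% = wells without enzyme as full effect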
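ADP-Glo luminescence measured ADP generated by PI4K2A enzyme (4 ug/mL before mixing) with 1.2 mM PI substrate (pre-mix) and 300 microM ATP (pre-mix). Tris pH7.5 buffer with MgCl2, Triton X-100; 1 h reaction at ambient temperature.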
TrxR1 inh: qHTS Assay for Inhibitors of Mammalian Selenoprotein Thioredoxin Reductase 1 (TrxR1): qHTS; recombinant rTrxR1, NADPH fluorescence consumption, selenite substrate; Thioredoxin reductase 1, cytoplasmic (Rattus norvegicus), O89049; Potency, µM (top dose mostly 114 µM), inactives show at the highest dose activity change, negative = inhibition, actives largely listed as inhibitors; 390,000 tested, 1% active; further: potency means the concentration at half of the fitted maximal effect; on the % scale 0 is the no-effect control and ±100 the full control effect; nearly all actives have a fitted effect of over 65% in size
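Rat TrxR1 (90 nM in the dispensed reagent) was pre-reduced with 400 uM NADPH for 5 min at room temperature, then incubated with compound for 15 min. After 400 uM selenite was added, NADPH fluorescence (Ex 340/Em 450 nm) was followed for 8 min.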
* hit, by the source's call; ? = inconclusive; . = not tested or not shown; [ ] = remark or other dose. Unless noted, the call rests on the fitted dose curve; in most records, active means well fitted inhibition curve with a large enough effect; inconclusive means small, poorly fitted or top-dose-only effect; inactive means no such curve, though single readings can be large or run the other way.

Start of the data: the first seven entries (preview)
SMILES | TrxR1 substrate | mIDH1 inhibitor | D2 ag | TRHR PAM | TRHR ag | D2 antagonist | USP1-UAF1 inh | PI4K2A inh | TrxR1 inh
CCOc1ccc(/C=C/C(=O)Nc2ccc(C(N)=O)cc2)cc1OC | 49%[activator] | 0% | -0.3 | 3 | 0.7 | 4 | -13% | 8 | 4%
O=C(CCN1CCCC1)Nc1cccc(Br)c1 | -7% | 1% | -0.1 | 1 | 1.0 | 10 | 3% | 7 | -5%
Cc1cccc(NCc2ccc(Br)cc2)n1 | 4% | 12% | -1.7 | -10 | 0.2 | 12 | -18% | 1 | -3%
Cc1ccc(S(=O)(=O)n2ccc3c(OCCOCCSCC(NC(=O)OC(C)(C)C)C(=O)O)cccc32)cc1 (centres undefined) | 5%[57.1 µM] | 20% | -1.7 | 7 | 0.0 | 1 | ? | -9 | -5%[57.1 µM]
O=C(CCC1CCCN(Cc2cccc(Cl)c2)C1)NCc1ccccc1F (centres undefined) | 3% | 2% | -0.1 | -1 | -0.5 | -1 | -14% | 2 | 16%
OCCNc1cc(Cl)ncn1 | 9% | 5% | 2.2 | 0 | -0.2 | 11 | -16% | -2 | 21%
Cc1cc(C)nc(NNS(=O)(=O)c2ccc(Cl)cc2)n1 | -1% | 5% | . | . | . | . | -16% | -6 | 2%

The whole of this part (from the top)
SMILES | TrxR1 substrate | mIDH1 inhibitor | D2 ag | TRHR PAM | TRHR ag | D2 antagonist | USP1-UAF1 inh | PI4K2A inh | TrxR1 inh
CCOc1ccc(/C=C/C(=O)Nc2ccc(C(N)=O)cc2)cc1OC | 49%[activator] | 0% | -0.3 | 3 | 0.7 | 4 | -13% | 8 | 4%
O=C(CCN1CCCC1)Nc1cccc(Br)c1 | -7% | 1% | -0.1 | 1 | 1.0 | 10 | 3% | 7 | -5%
Cc1cccc(NCc2ccc(Br)cc2)n1 | 4% | 12% | -1.7 | -10 | 0.2 | 12 | -18% | 1 | -3%
Cc1ccc(S(=O)(=O)n2ccc3c(OCCOCCSCC(NC(=O)OC(C)(C)C)C(=O)O)cccc32)cc1 (centres undefined) | 5%[57.1 µM] | 20% | -1.7 | 7 | 0.0 | 1 | ? | -9 | -5%[57.1 µM]
O=C(CCC1CCCN(Cc2cccc(Cl)c2)C1)NCc1ccccc1F (centres undefined) | 3% | 2% | -0.1 | -1 | -0.5 | -1 | -14% | 2 | 16%
OCCNc1cc(Cl)ncn1 | 9% | 5% | 2.2 | 0 | -0.2 | 11 | -16% | -2 | 21%
Cc1cc(C)nc(NNS(=O)(=O)c2ccc(Cl)cc2)n1 | -1% | 5% | . | . | . | . | -16% | -6 | 2%
O=C(COC(=O)c1cccc(-n2cnnn2)c1)c1ccccc1 | -6% | 1% | -0.4 | 13 | 0.0 | -17 | -22% | 5 | 1%
Cc1nn2c(N3CCN(C(=O)c4ccco4)CC3)cc(C(C)(C)C)nc2c1-c1ccc(Cl)cc1 | . | . | -0.7 | 8 | -0.2 | -17 | . | . | .
CC(=O)Nc1ccc(NC(=O)c2ccnn2C)cc1 | 0% | 13% | . | . | . | . | -10% | -9 | 16%
CC(=O)C[C@H](O)CC(=O)[C@H]1OC(=O)CCCCCCCc2ccccc21 | 0% | -15% | 0.2 | 6 | -0.2 | 5 | -20% | -2 | 9%
COc1ccc(-c2nc3c(c(SCc4cc(C)ccc4C)n2)Cc2c(CO)cnc(C)c2O3)cc1 | -1% | -16% | 0.1 | 3 | 0.0 | . | -15% | 1 | 8%
Cc1cc(-n2c(C)cc(C(=O)CSc3nc4ccccc4c(=O)n3Cc3ccco3)c2C)no1 | 9%[57.1 µM] | 9% | -1.2 | -1 | 2.0 | -8 | -2% | -7 | -20%[57.1 µM]
CC1(C)Cc2c(sc(NC(=O)c3ccco3)c2C#N)C(C)(C)N1 | -11% | -9% | 0.4 | -3 | 0.6 | 2 | -13% | 3 | -9%
N=c1oc2ccccc2cc1-c1nc(-c2ccccc2)cs1 | 7% | 9% | 0.3 | 19 | 0.2 | 11 | -14% | -1 | -5%
COc1ccc2[nH]c(=O)c(CNc3cc(C)ccc3C)cc2c1 | 1% | -4% | -0.1 | 2 | -0.5 | -7 | -3% | 1 | 10%
CCOC(=O)COc1ccc(/C=C2\NC(=S)N(CC)C2=O)cc1 | -10% | 5% | -0.3 | -1 | -0.2 | 5 | -2% | -2 | -12%
CCOC(=O)Cc1csc(SC(C)C(=O)Nc2ccc(NC(C)=O)cc2)n1 (centres undefined) | 10% | 1% | 0.7 | 1 | 1.0 | 4 | -23% | 2 | 16%
Cc1nc2c(C(=O)NCc3ccc4c(c3)OCO4)cnn2c(C)c1Cc1ccc(F)cc1Cl | 98%[activator] | -2% | -0.3 | 2 | 0.5 | 12 | -20% | -3 | 66%[activator]
CC(C)(C)C(=O)C(CO)(Oc1ccc(Cl)cc1)n1cncn1 (centres undefined) | -22%[57.1 µM] | 0% | -0.1 | 2 | 0.0 | 8 | -24% | 4 | 14%[57.1 µM]
O=C(CNS(=O)(=O)c1ccc(Br)cc1)N1CCOCC1 | 5%[57.1 µM] | -2% | -0.3 | -4 | -0.4 | -11 | -18% | 3 | -5%
Nn1c(SCC(=O)NC(=O)NCc2ccccc2)nnc1C1CC1 | 0% | -3% | 0.0 | -2 | -0.1 | -2 | -7% | 0 | -1%
O=S(=O)(Nc1ccc(-c2ccc(N3CCCC3)nn2)cc1)c1ccc(OC(F)(F)F)cc1 | -4%[57.1 µM] | -6% | 1.0 | 0 | 0.3 | . | -16% | -6 | 18%[57.1 µM]
c1ccc(Cn2nnc3c(N4CCc5ccccc54)ncnc32)cc1 | 38%[activator][57.1 µM] | -1% | 0.5 | 5 | -0.6 | -18 | -8% | 5 | 47%[57.1 µM]
CCOc1cc(C(=O)N=c2sccn2C)ccc1OC(F)F | -7% | 3% | -1.2 | -5 | 0.7 | -6 | -24% | 7 | -1%

Remaining list, next part:
SMILES | TrxR1 substrate | mIDH1 inhibitor | D2 ag | TRHR PAM | TRHR ag | D2 antagonist | USP1-UAF1 inh | PI4K2A inh | TrxR1 inh
O=C(/C=C/Nc1ccc(Br)cc1F)c1ccco1 | 3% | -2% | -0.6 | 10 | -0.4 | -10 | -5% | ? | 22%[57.1 µM]
CCOc1ccc(CCNC(=O)C2CC(C)=CCC2C(=O)O)cc1OCC (centres undefined) | 4% | 20% | 0.6 | 1 | 0.4 | 27 | 3% | 0 | 9%
CCOC(=O)c1[nH]c2cc3c(cc2c1CCCN1C(=O)c2ccccc2C1=O)OCCO3 | -8% | 1% | 5.1 | 5 | -1.2 | 2 | -6% | 1 | 0%
O=C1CC(c2nnc(Cc3ccc(F)cc3Cl)o2)CN1c1ccccc1 (centres undefined) | -7% | 11% | 0.8 | 4 | -1.0 | . | -14% | 1 | -3%
Cc1c(C)n(CCN(C)C)c2ncnc(NCc3ccccc3)c12 | 12%[57.1 µM] | 9% | -0.5 | 3 | 0.0 | -9 | -21% | -1 | 10%[57.1 µM]
CC1=C(C(=O)Nc2ccccc2)C2(CCCCC2)C(C(N)=O)C(=S)N1 (centres undefined) | -10% | 6% | 1.8 | -6 | 1.5 | 7 | -14% | 5 | ?
O=C1CC(c2ccccc2)CC(O)=C1C=Nc1ccccc1 (centres undefined) | -12% | 3% | -0.4 | -2 | -0.2 | -2 | -21% | -1 | 14%[57.1 µM]
NC(=O)C1CCN(C(=O)c2ccc(F)c(S(=O)(=O)N3CCOCC3)c2)CC1 | -2% | -3% | 0.7 | 8 | 0.7 | 6 | -4% | 0 | 14%
O=C(CSc1nnc(CCCN2C(=O)c3cccc4cccc(c34)C2=O)n1-c1ccccc1)NCCCO | 19% | 9% | 1.9 | -2 | -0.1 | 1 | -19% | -2 | 8%
COc1ccccc1C(=O)Oc1cc(C)[nH]c(=O)c1[N+](=O)[O-] | -3% | 0% | 0.7 | 1 | 0.0 | -3 | -16% | 0 | 10%
CCN1CCN(CCn2c(=S)[nH]c3ccccc3c2=O)CC1 | -1% | 0% | -0.5 | -4 | 0.4 | 11 | -3% | 4 | -8%
COc1ccccc1C(=O)N/C(=C\c1cn(S(=O)(=O)N(C)C)c2ccccc12)C(=O)NCCCn1ccnc1 | -2% | 10% | 0.4 | -3 | -1.6 | . | -31% | 2 | 2%
CCOC(=O)COn1c(=O)c(-c2ccc(Cl)cc2)[n+]([O-])c2ccccc21 | 6% | 3% | -0.1 | 7 | 0.0 | -3 | -6% | 0 | 11%
S=c1nc[nH]c2c1ncn2-c1ccccc1 | 3%[57.1 µM] | 1% | . | . | . | . | -7% | -5 | -26%[57.1 µM]
